# Screening data: PubChem BioAssay, Broad Institute
# BioA inh – BioA (M. tuberculosis) enzyme inhibition; purified M. tuberculosis BioA enzyme, plate reader; inhibition, % at 9.99 µM; hit rate 0.096% among 360,000; in the data active = inhibition above about 40%
# * marks the source's active call; other numbers are inactive results. The list is partial; count on the stated rates, not on these rows.
# Start of the data: the first 7 compounds as a preview:
canonical_smiles	BioA inh
COc1ccc(C#Cc2cnc3c(c2)C(=O)N([C@H](C)CO)C[C@H](C)[C@H](CN(C)S(=O)(=O)c2cccc(F)c2)O3)cc1OC	2.8
O=C(C[C@H]1C[C@@H]2c3cc(NC(=O)NC4CCCC4)ccc3O[C@@H]2[C@@H](CO)O1)NCc1ccc(Cl)cc1	-2.7
CO[C@@H]1CN(C)C(=O)c2ccc(NS(C)(=O)=O)cc2OC[C@@H](C)N(C(=O)C2CCC2)C[C@H]1C	-0.6
C[C@H]1CN([C@@H](C)CO)C(=O)Cc2cc(NS(=O)(=O)c3ccccc3)ccc2O[C@@H]1CN(C)Cc1ccc2c(c1)OCO2	2.9
C[C@H](CO)N1C[C@H](C)[C@H](CN(C)S(=O)(=O)c2cn(C)cn2)OCCCC[C@H](C)Oc2ccc(NS(=O)(=O)c3ccccc3)cc2C1=O	0.2
Cc1noc(C)c1S(=O)(=O)Nc1ccc2c(c1)CC(=O)N([C@H](C)CO)C[C@H](C)[C@@H](CN(C)Cc1ccc(Cl)c(Cl)c1)O2	-0.1
C[C@H](CO)N1C[C@H](C)[C@H](CN(C)Cc2ccc3c(c2)OCO3)Oc2c(NC(=O)c3ccncc3)cccc2C1=O	0.7

# The listing (from the top)
canonical_smiles	BioA inh
COc1ccc(C#Cc2cnc3c(c2)C(=O)N([C@H](C)CO)C[C@H](C)[C@H](CN(C)S(=O)(=O)c2cccc(F)c2)O3)cc1OC	2.8
O=C(C[C@H]1C[C@@H]2c3cc(NC(=O)NC4CCCC4)ccc3O[C@@H]2[C@@H](CO)O1)NCc1ccc(Cl)cc1	-2.7
CO[C@@H]1CN(C)C(=O)c2ccc(NS(C)(=O)=O)cc2OC[C@@H](C)N(C(=O)C2CCC2)C[C@H]1C	-0.6
C[C@H]1CN([C@@H](C)CO)C(=O)Cc2cc(NS(=O)(=O)c3ccccc3)ccc2O[C@@H]1CN(C)Cc1ccc2c(c1)OCO2	2.9
C[C@H](CO)N1C[C@H](C)[C@H](CN(C)S(=O)(=O)c2cn(C)cn2)OCCCC[C@H](C)Oc2ccc(NS(=O)(=O)c3ccccc3)cc2C1=O	0.2
Cc1noc(C)c1S(=O)(=O)Nc1ccc2c(c1)CC(=O)N([C@H](C)CO)C[C@H](C)[C@@H](CN(C)Cc1ccc(Cl)c(Cl)c1)O2	-0.1
C[C@H](CO)N1C[C@H](C)[C@H](CN(C)Cc2ccc3c(c2)OCO3)Oc2c(NC(=O)c3ccncc3)cccc2C1=O	0.7
CNC(=O)C[C@H]1CC[C@H]2[C@H](COc3ccc(NC(=O)c4ccc5c(c4)OCO5)cc3C(=O)N2C)O1	1.3
O=C(C[C@H]1C=C[C@@H](NC(=O)C2CC2)[C@H](CO)O1)NCC1CC1	-3.0
O=C(O)C[C@H]1C[C@H]2c3cc(NC(=O)NC4CCCCC4)ccc3O[C@H]2[C@H](CO)O1	-2.2
O=C(C[C@H]1C[C@@H]2c3cc(NC(=O)C4CCOCC4)ccc3O[C@@H]2[C@@H](CO)O1)NCCN1CCCCC1	-1.8
C[C@H](CO)N1C[C@H](C)[C@@H](CN(C)Cc2ccc(-c3ccccc3)cc2)Oc2c(NC(=O)Nc3ccc(F)cc3)cccc2C1=O	-0.3
C[C@H]1CN([C@@H](C)CO)C(=O)c2cc(-c3cccnc3)cnc2O[C@@H]1CN(C)C(=O)C1CCOCC1	-0.8
COc1ccc(NC(=O)Nc2ccc3c(c2)CC(=O)N([C@H](C)CO)C[C@H](C)[C@@H](CN(C)Cc2ccc(Cl)c(Cl)c2)O3)cc1	-0.7
COc1ccc(S(=O)(=O)N[C@H]2CC[C@H](CC(=O)N3CCc4ccccc4C3)O[C@@H]2CO)cc1	-1.0
O=C(C[C@H]1CC[C@@H]2[C@H](COC[C@@H](O)CN2C(=O)Nc2ccc(C(F)(F)F)cc2)O1)NCC1CC1	0.3
CO[C@@H]1CN(C)C(=O)c2ccc(NC(=O)C3CCCCC3)cc2OC[C@H](C)NC[C@@H]1C	1.6
C/C=C/c1ccc([C@@H]2[C@@H](CNC(=O)C3CC3)N(C(=O)NCCC)[C@H]2CO)cc1	0.5
CC(C)CC#Cc1ccc2c(c1)O[C@H](CN(C)C(=O)C1CCCCC1)[C@H](C)CN([C@@H](C)CO)S2(=O)=O	0.9
C[C@H](CO)N1C[C@H](C)[C@H](CN(C)C(=O)Cc2ccccn2)Oc2cc(C#Cc3ccccc3)ccc2S1(=O)=O	-3.5
C[C@@H]1CN([C@@H](C)CO)C(=O)c2cc(NC(=O)Nc3ccc(C(F)(F)F)cc3)ccc2O[C@H]1CN(C)C(=O)NC1CCCCC1	15
C[C@H]1CCCCO[C@@H](CN(C)C(=O)Nc2ccccc2)[C@@H](C)CN([C@@H](C)CO)C(=O)c2cc(NC(=O)c3ccccc3)ccc2O1	-0.2
C[C@@H]1CN([C@@H](C)CO)C(=O)c2cc(NC(=O)C3CCCCC3)ccc2O[C@@H]1CN(C)Cc1ccc(Oc2ccccc2)cc1	-2.2
C[C@@H]1CN([C@@H](C)CO)C(=O)c2cc(NC(=O)Nc3cccc4ccccc34)ccc2O[C@H]1CN(C)C(=O)NC1CCCCC1	-2.4
C[C@@H]1CN([C@@H](C)CO)S(=O)(=O)c2ccc(-c3ccccc3)cc2O[C@H]1CN(C)Cc1ccncc1	5.4
C[C@@H]1CN([C@H](C)CO)C(=O)c2cc(NC(=O)Nc3ccc4c(c3)OCO4)ccc2O[C@H]1CN(C)C(=O)Nc1cccc2ccccc12	-2.5
CC(C)NC(=O)N[C@H]1CC[C@@H](CC(=O)NC2Cc3ccccc3C2)O[C@H]1CO	-1.9
O=C(C[C@@H]1CC[C@@H](NC(=O)Nc2ccc(F)cc2)[C@@H](CO)O1)NCCN1CCCC1	-1.9
Cc1noc(C)c1NC(=O)N(C)C[C@@H]1Oc2ccc(NS(=O)(=O)c3cn(C)cn3)cc2C(=O)N([C@@H](C)CO)C[C@H]1C	-1.5
COc1cccc(S(=O)(=O)N[C@@H]2CC[C@H](CC(=O)NCc3ccc(Cl)cc3)O[C@H]2CO)c1	4.8

# Quoted from the listing, two compounds:
canonical_smiles	BioA inh
C[C@H]1CCCCO[C@@H](CN(C)C(=O)Nc2ccccc2)[C@@H](C)CN([C@@H](C)CO)C(=O)c2cc(NC(=O)c3ccccc3)ccc2O1	-0.2
C[C@@H]1CN([C@@H](C)CO)C(=O)c2cc(NC(=O)C3CCCCC3)ccc2O[C@@H]1CN(C)Cc1ccc(Oc2ccccc2)cc1	-2.2

# Further compounds:
canonical_smiles	BioA inh
C[C@@H]1CN([C@H](C)CO)S(=O)(=O)c2ccc(Br)cc2O[C@@H]1CN(C)Cc1cncnc1	0.5
C[C@@H]1CN([C@@H](C)CO)C(=O)c2cc(-c3cccc(C#N)c3)cnc2O[C@H]1CN(C)C(=O)c1cnccn1	10
O=C(Cc1cccnc1)N1[C@@H]2CNc3ccccc3[C@@H]2[C@@H]1CO	-1.9
CCS(=O)(=O)N1[C@H](CO)[C@H](c2ccc(C#Cc3ccccc3F)cc2)[C@@H]1C#N	3.1
C[C@H]1CN([C@@H](C)CO)C(=O)c2cc(NS(=O)(=O)c3ccc(F)cc3)ccc2O[C@H]1CN(C)Cc1ccccc1	1.1
C[C@@H]1CN([C@@H](C)CO)C(=O)c2cccc(NC(=O)Nc3ccccc3)c2O[C@@H]1CN(C)C(=O)Nc1ccccc1	6.5
NCC[C@H]1CC[C@@H](NC(=O)C2CCC2)[C@@H](CO)O1	2.6
C[C@H]1CN([C@@H](C)CO)C(=O)c2cc(C#Cc3ccccn3)cnc2O[C@H]1CN(C)Cc1cccnc1	4.7
Cc1noc(C)c1NC(=O)Nc1ccc2c(c1)C(=O)N([C@@H](C)CO)C[C@H](C)[C@@H](CN(C)C(=O)Nc1c(C)noc1C)O2	-1.4
C[C@H](O)C#Cc1ccc2c(c1)O[C@@H](CN(C)CC1CCOCC1)[C@H](C)CN([C@H](C)CO)S2(=O)=O	0.5
Cc1noc(C)c1S(=O)(=O)Nc1ccc2c(c1)C(=O)N([C@H](C)CO)C[C@H](C)[C@H](CN(C)CC1CCCCC1)OCCCC[C@@H](C)O2	-1.5
CN(C)c1ccc2c(c1)[C@@H]1C[C@@H](CC(=O)NCc3ccncc3)O[C@@H](CO)[C@@H]1O2	0.3
Cc1ccc(S(=O)(=O)N(C)C[C@@H]2OCCCC[C@H](C)Oc3ccc(NC(=O)Nc4ccc5c(c4)OCO5)cc3C(=O)N([C@@H](C)CO)C[C@H]2C)cc1	-4.6
COc1ccc(CN(C)C[C@H]2Oc3ccc(NC(=O)CCC(F)(F)F)cc3CC(=O)N([C@@H](C)CO)C[C@H]2C)cc1	-1.7
C[C@@H]1CN([C@H](C)CO)C(=O)c2cc(NC(=O)C3CCCCC3)ccc2O[C@H]1CN(C)S(C)(=O)=O	1.4
COc1cccc(-c2cccc(-c3nc(C(=O)NCC(F)(F)F)cc4c3[C@@H](CCO)N([S@](=O)C(C)(C)C)C4)c2)c1	0.5
N#Cc1ccc(-c2ccc([C@@H]3[C@H](CO)N4CCCCN(C(=O)Cc5ccccc5)C[C@@H]34)cc2)cc1	4.3
CN1CCN(C(=O)C[C@H]2C[C@H]3c4cc(NC(=O)CC5CC5)ccc4O[C@H]3[C@H](CO)O2)CC1	-2.7
C[C@H](O)C#Cc1ccc2c(c1)O[C@@H](CN(C)Cc1ccncc1)[C@H](C)CN([C@H](C)CO)S2(=O)=O	-0.1
CN(C)CCCNC(=O)C[C@H]1C=C[C@H](NS(=O)(=O)c2ccc(F)cc2)[C@H](CO)O1	-0.1
CC(C)NC(=O)Nc1ccc2c(c1)C(=O)N([C@@H](C)CO)C[C@@H](C)[C@H](CN(C)S(=O)(=O)c1ccc(Cl)cc1)OCCCC[C@@H](C)O2	1.8
C[C@H]1CN([C@@H](C)CO)S(=O)(=O)c2ccc(C#Cc3ccncc3)cc2O[C@@H]1CN(C)C(=O)C1CCOCC1	0.4
C[C@@H]1CN([C@@H](C)CO)C(=O)c2cccc(NC(=O)C3CCOCC3)c2O[C@@H]1CN(C)S(=O)(=O)c1ccc(F)cc1	-0.1
C[C@H]1CN([C@@H](C)CO)C(=O)Cc2cc(NC(=O)CCCCCC(=O)Nc3ccccc3N)ccc2O[C@H]1CN(C)Cc1ccccc1	4.1
C[C@@H]1CN([C@H](C)CO)C(=O)c2cc(NS(=O)(=O)c3cn(C)cn3)ccc2O[C@H]1CN(C)Cc1ccccc1	-2.0
COc1ccccc1C#Cc1ccc2c(c1)O[C@@H](CN(C)C)[C@H](C)CN([C@@H](C)CO)S2(=O)=O	5.9
CCCC(=O)Nc1ccc2c(c1)C(=O)N(C)C[C@@H](OC)[C@@H](C)CN(CCC(F)(F)F)[C@@H](C)CO2	2.8
C[C@H](CO)N1C[C@H](C)[C@H](CN(C)Cc2ccc3c(c2)OCO3)Oc2c(NS(=O)(=O)c3ccc(F)cc3)cccc2C1=O	-0.1
COc1cccc(S(=O)(=O)N(C)C[C@@H]2Oc3ncc(C#CCC(C)C)cc3C(=O)N([C@@H](C)CO)C[C@@H]2C)c1	-0.6
N#C[C@H]1[C@H](c2ccc(C#Cc3ccccc3F)cc2)[C@@H](CO)N1C(=O)C1CCCCC1	-0.8
Cc1ccc(S(=O)(=O)N(C)C[C@H]2OCCCC[C@@H](C)Oc3ccc(NC(=O)Nc4ccc(F)cc4)cc3C(=O)N([C@H](C)CO)C[C@H]2C)cc1	-2.9
CCC(=O)Nc1ccc2c(c1)OC[C@@H](C)N(CC1CCOCC1)C[C@H](C)[C@H](OC)CN(C)C2=O	0.4
C[C@@H]1CCCCO[C@H](CN(C)S(C)(=O)=O)[C@H](C)CN([C@@H](C)CO)C(=O)c2cc(NS(=O)(=O)c3ccc(Cl)cc3)ccc2O1	-1.6
Cc1noc(C)c1S(=O)(=O)Nc1ccc2c(c1)C(=O)N([C@H](C)CO)C[C@H](C)[C@@H](CN(C)S(=O)(=O)c1c(C)noc1C)OCCCC[C@H](C)O2	-4.0
CNC[C@H]1Oc2ccc(NC(=O)Nc3cccc4ccccc34)cc2CC(=O)N([C@H](C)CO)C[C@H]1C	-0.8
CCC(=O)N1C[C@H]2[C@@H](c3ccccc31)[C@@H](CO)N2C(=O)Nc1ccccc1	5.0
C[C@@H]1CN([C@@H](C)CO)C(=O)c2cc(C#CCN(C)C)cnc2O[C@H]1CN(C)S(=O)(=O)c1cn(C)cn1	-3.5
C[C@H]1CN([C@@H](C)CO)C(=O)c2cc(C#Cc3ccccc3F)cnc2O[C@H]1CN(C)S(C)(=O)=O	-0.2
O=C(c1cccnc1)N1CCCCN2[C@H](CO)[C@H](c3ccc(C#Cc4cccnc4)cc3)[C@H]2C1	5.5
C[C@@H]1CN([C@@H](C)CO)C(=O)Cc2cc(NC(=O)Nc3ccc(F)cc3)ccc2O[C@@H]1CN(C)C(=O)Nc1ccc2c(c1)OCO2	0.8
C[C@@H]1CCCCO[C@@H](CN(C)Cc2ccc(C(F)(F)F)cc2)[C@@H](C)CN([C@@H](C)CO)C(=O)c2cc(NS(=O)(=O)c3cccs3)ccc2O1	-0.1
C[C@@H]1CN([C@@H](C)CO)S(=O)(=O)c2ccc(C3=CCCCC3)cc2O[C@@H]1CN(C)C(=O)CC1CC1	3.4
CCCNC(=O)N[C@H]1CC[C@H](CC(=O)NCCc2ccccc2)O[C@H]1CO	0.1
CNC[C@H]1Oc2ccc(NC(=O)CCC(F)(F)F)cc2C(=O)N([C@@H](C)CO)C[C@@H]1C	-1.5
CO[C@H]1CN(C)C(=O)c2cc(NC(=O)Nc3cccc(F)c3)ccc2OC[C@H](C)NC[C@@H]1C	2.0
CS(=O)(=O)Nc1ccc2c(c1)[C@H]1C[C@@H](CC(=O)NCCc3ccccc3)O[C@@H](CO)[C@H]1O2	0.7
Cc1noc(C)c1NC(=O)N(C)C[C@@H]1OCCCC[C@H](C)Oc2ccc(NS(=O)(=O)c3cn(C)cn3)cc2C(=O)N([C@@H](C)CO)C[C@@H]1C	2.5
O=C(C[C@H]1CC[C@@H]2[C@H](COC[C@@H](O)CN2C(=O)c2cnccn2)O1)N1CCN(c2ccccc2)CC1	-0.6
C[C@@H]1CN([C@@H](C)CO)C(=O)c2cc(NC(=O)NC3CCCCC3)ccc2O[C@@H](C)CCCCO[C@@H]1CN(C)C(=O)CCC(F)(F)F	1.7
COc1cccc(-c2ccc([C@H]3[C@@H](CO)N4CCCCN(C(=O)c5ccc(F)cc5)C[C@@H]34)cc2)c1	0.3
